IL1B secr inh = qHTS for Inhibitors of Inflammasome Signaling: IL-1-beta AlphaLISA Primary Screen | THP-1 LPS/ATP IL-1B secretion, AlphaLISA, 16 h; stronger effect = lower value | activity change, % at 57.5 µM | AID 743279, 2014 | 360,000 compounds, 4.7% hits; in the data active = activity change below about -50%; inconclusive = mostly about -30% to -49%; also: % is scaled to controls: 0 for no effect and ±100 for the full control effect
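THP-1 cells pretreated 1 hr with compounds (up to 57.5 uM final), then stimulated with LPS (250 ng/mL final) plus ATP (1.25 mM final); secreted IL-1B measured by AlphaLISA after 16 hr, decreased signal indicating inhibition.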
WRN helicase inh = qHTS for Inhibitors of WRN Helicase. Bifunctional 3'-5' exonuclease/ATP-dependent helicase WRN (Homo sapiens), Q14191. WRN helicase unwinding, fluorescent forked duplex, kinetic. Potency, µM (series often up to 114 µM), for inactives: at the top dose activity change, negative = inhibition, usual class: inhibitors. 360,000 compounds, 0.46% hits. AID 651768, 2012; also: potency is read from the fitted curve at half-maximal effect; % is scaled to controls: 0 for no effect and ±100 for the full control effect; nearly all actives have a fitted effect of over 55% in size
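Kinetic red-fluorescence monitoring (525/598 nm) tracks WRN helicase activity after 100 nM fluorophore-quencher forked duplex and 2 mM ATP are added to 20 nM enzyme pretreated 15 min at room temperature with compound.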
ATXN2 expr inh = Primary qHTS for Inhibitors of ATXN expression. HEK-293 ATXN2-luciferase reporter, luminescence, 24 h. Potency, µM (series often up to 57 µM), for inactives: at the highest dose activity change, negative = inhibition, actives largely listed as inhibitors. 360,000 compounds, 0.72% hits. AID 1745845, 2022; also: potency is read from the fitted curve at half-maximal effect; % is scaled to controls: 0 for no effect and ±100 for the full control effect; nearly all actives have a fitted effect of over 55% in size
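ATXN2-luciferase reporter cells (luciferase flanked by upstream and downstream ATXN2 gene portions) were treated 24 h at 37 °C with compounds at up to 57 uM. SteadyGlo luminescence gave expression; GF-AFC fluorescence gave viability.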
SW480 rereplic = A quantitative high throughput screen for small molecules that induce DNA re-replication in SW480 colon adenocarcinoma cells; SW480 DNA re-replication, Hoechst DNA content imaging, 48 h; Potency, µM (highest dose often 46.1 µM), for inactives: at the top dose re-replication activation, most hits filed as activators; 340,000 compounds, 1.8% hits; AID 624297, 2012; also: potency is read from the fitted curve at half-maximal effect; % of control where 0% means no effect; nearly all actives have a fitted effect of over 55% in size
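SW480 cells exposed to compounds for 48 hr at 37 C, 5% CO2, then Hoechst-stained 40 min. Nuclear DNA content imaged by fluorescence scanning (405 nm excitation, 500-530 nm emission); re-replication scored as increased high-intensity nuclei.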
KB-3-1 cytotox = qHTS assay for MDR1-selective chemotherapeutics: Primary screen using the parental adenocarcinoma cell KB-3-1. KB-3-1 viability, CellTiter-Glo ATP luminescence, 72 h. 400,000 compounds, 1.4% hits. Potency, µM (highest dose often 46.1 µM), inactives show top-dose activity change, negative = cytotoxic, usual class: cytotoxic; also: potency is read from the fitted curve at half-maximal effect; % is scaled to controls: 0 for no effect and ±100 for the full control effect; nearly all actives have a fitted effect of over 60% in size
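Screening of KB-3-1 cells (DMEM, 10% FBS, phenol-red free) ran from lowest to highest compound concentration; after 72 h at 37 °C viability was read luminescently and curves fitted.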
KB-V1 MDR tox = qHTS assay for MDR1-selective chemotherapeutics: Primary screen using the drug-selected MDR subline cells KB-V1 | 400,000 compounds, 3.4% hits | KB-V1 MDR cells viability, CellTiter-Glo, 72 h | AID 1347076, 2019 | Potency, µM (titrated, usually from 46.1 µM), for the others: at the highest dose activity change, negative = cytotoxicity, actives largely listed as cytotoxic; also: potency is read from the fitted curve at half-maximal effect; % is scaled to controls: 0 for no effect and ±100 for the full control effect; nearly all actives have a fitted effect of over 60% in size
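KB-V1, DMEM (no phenol red) + 10% FBS; cpd pin-transferred, titration series; 72 h, 37 degrees C; CellTiter-Glo, luminescence. Data normalized, curve-fit.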
HT1080NT lethal = qHTS for induction of synthetic lethality in tumor cells producing 2HG: qHTS for the HT-1080-NT fibrosarcoma cell line | AID 686970, 2013 | 360,000 compounds, 1.6% hits | HT-1080-NT fibrosarcoma viability, CellTiter-Glo ATP luminescence, 48 h | Potency, µM (titrated, usually from 46.1 µM), for the others: at the top dose activity, negative = less viability, hits mostly cytotoxic;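 also: NT is the 2HG producing partner of a matched IDH1 knockdown line; potency is read from the fitted curve at half-maximal effect; 0% = DMSO-treated cells and -100% = media-only wells without cells; nearly all actives have a fitted effect of over 55% in size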
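Fibrosarcoma NT cells, 750 per well in 5% FBS RPMI, were exposed to compound for 48 hours. Viability: CellTiter-Glo luminescence.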
HT1080 IDH1KD tx = qHTS for induction of synthetic lethality in tumor cells producing 2HG: qHTS for the HT-1080-IDH1KD cell line; Potency, µM (titrated, usually from 46.1 µM), for the others: top-dose activity, negative = toxicity, actives largely listed as cytotoxic; 360,000 compounds, 2% hits; AID 686971, 2013; HT-1080 IDH1 knockdown viability, ATP luminescence, 48 h;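 also: potency is read from the fitted curve at half-maximal effect; 0% = DMSO wells and -100% = cell-free medium wells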
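Knockdown cells (IDH1KD HT-1080) received compounds 2 h after plating at 750 cells/well and were kept 48 h at 37 °C in 5% FBS RPMI. A CellTiter-Glo luminescence read gave % activity for curve fitting.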
MCF10A rerep = A quantitative high throughput screen for small molecules that induce DNA re-replication in MCF 10a normal breast cells | 350,000 compounds, 2.9% hits | MCF 10A DNA re-replication, Hoechst nuclear intensity, 48 h | AID 624296, 2012 | Potency, µM (series often up to 46.1 µM), inactives show top-dose activity, positive = re-replication, actives largely listed as activators; also: potency is read from the fitted curve at half-maximal effect; % of control where 0% means no effect; nearly all actives have a fitted effect of over 50% in size
* marks the source's active call; other numbers are inactive results; i = inactive; ? = inconclusive; nt = not tested or not shown; [ ] = dose if it differs, or a comment. Unless noted, calls follow the shape of the dose curve; as a rule, active = well fitted curve in the direction sought with a large enough effect; inconclusive = small, poorly fitted or top-dose-only effect, or another doubt; inactive = no such curve, though single readings can be large; an effect the other way counts as inactive or inconclusive.

SMILES | IL1B secr inh | WRN helicase inh | ATXN2 expr inh | SW480 rereplic | KB-3-1 cytotox | KB-V1 MDR tox | HT1080NT lethal | HT1080 IDH1KD tx | MCF10A rerep
CC(C)=CCC/C(C)=C/CNC(=O)C[C@H]1C[C@H](C(=O)N2CCCCC2)[C@@]2(C)c3[nH]c4cc(CCC(=O)N(C)C)ccc4c3CCN2C1=O | -68* | -7% | ? | -24% | 0% | 0% | -2% | -21% | ?
O=C(CSc1nnc(-c2ccncc2)o1)NC1C2CC3CC(C2)CC1C3 (stereo not given) | -2 | -26%[57.1 µM] | 9% | -4% | 18% | ? | -4% | -7% | 3%
CCOC(=O)c1c(NS(=O)(=O)c2ccc(Br)cc2)sc2c1CCC2 | 27 | ? | 3% | 1% | -1% | -27% | -1% | 3% | ?
CCC(COC(=O)Nc1cccc(C)c1)NC(=O)OCC(C)C (stereo not given) | -8 | -12% | 20% | -4% | -22% | 3.7µM* | 11% | 6% | 4%
CC(=O)Nc1ccc2nc(C3CCCCC3)[nH]c2c1 | 4 | -1% | 11% | -6% | 13% | 2% | 0% | 1% | 0%
COc1ccc(C(=O)Nc2c(N)nc(SCC(=O)NCC3CCCO3)[nH]c2=O)cc1OC (stereo not given) | i | -18% | 3% | -9% | -23% | 1% | 8% | 2% | 2%
Cc1ccccc1C[n+]1cccc2ccccc21 | 35 | -1% | -3% | -2% | ? | 25% | 23% | -9% | -1%
O=C(c1ccc(CS(=O)Cc2ccccc2Cl)o1)N1CCN(C2CCCCC2)CC1 (stereo not given) | -3 | -8% | nt | -11% | -1% | 0% | 4% | -18% | 0%
C=C[C@H](CC(C)C)N(Cc1ccccc1)S(=O)(=O)N(Cc1ccc(OC)cc1)[C@H](C=C)CC(C)C | 13 | -4% | 5% | -31%[9.22 µM] | -20% | -3% | 14% | 8% | 4%
CCc1nnc(NC(=O)c2cc3c(s2)CCCCC3)s1 | -14 | -16% | 28% | -9% | 16% | 0% | -7% | -9% | 0%
Cc1nc(CN(C)C(=O)CC2C(=O)NCCN2Cc2ccc(F)cc2)cs1 (stereo not given) | -2 | -18% | 9% | 0% | nt | nt | -5% | 11% | -3%
CCCCn1c(Cc2ccccc2)nnc1SCC(=O)N1CCOCC1 | 0 | 1% | -1% | 0% | 1% | 14% | 11% | 7% | 2%
CCOc1ccc(S(=O)(=O)Nc2ccc(C(=O)NNC(=O)c3ccncc3)cc2)cc1 | 13 | -10% | 1% | 0% | -7% | 3% | 0% | 9% | 7%
Cc1nn(Cc2ccccc2)c(C)c1NC(=O)c1cc(-c2cccs2)on1 | -1 | -2% | -15% | 2% | -20% | 4.1µM* | -2% | ? | ?
C#CCOCCOCCOCCNc1nc(N2CCN(C(=O)[C@H]([C@@H](C)CC)n3cc([C@@H](N)Cc4ccc(O)cc4)nn3)CC2)nc(N2CCN(C(=O)[C@H](Cc3cc4ccccc4[nH]3)n3cc([C@@H](N)CC(C)C)nn3)CC2)n1 | -17 | -32% | -18% | -8% | -3% | 0% | 6% | 5% | 5%
O=[N+]([O-])/C=C1\C=CC=CN1Cc1ccc(Cl)cc1 | 11 | 5% | -15% | -6% | 11% | 11% | 3% | 9% | 0%
O=C(CSc1nn(-c2ccccc2)c(=S)s1)Nn1cnnc1 | 14 | -13% | -6% | 3% | 6% | 5% | 6% | 2% | -2%
COc1ccc(NC(=O)CCS(=O)(=O)c2ccc3c(c2)oc(=O)n3C)cc1 | 0 | -4%[11.6 µM] | -14% | -25% | -2% | -9% | 16% | 0% | 1%
c1ccc(NCCc2ccccn2)cc1 | -9 | 13% | 29% | 6% | -1% | 0% | 13% | 1% | -4%
CC(C)C(NS(=O)(=O)c1ccc2c(c1)C(C)(C)C(=O)N2C)C(=O)NCc1ccccc1Cl (stereo not given) | 6 | 0% | -2% | -6% | 4% | -24% | -11% | 4% | 0%
Cc1cc(NC(=O)COC(=O)c2ccc(S(=O)(=O)C(F)F)cc2)n(-c2ccccc2)n1 | 20 | 1% | 2% | 9% | -1% | 9% | 4% | -1% | -4%
Cc1cc2nc[nH]c2cc1[N+](=O)[O-] | 7 | -1%[57.1 µM] | -16%[11.3 µM] | -5% | -7% | 8% | -1% | 1% | -5%
CCCCOC(=O)c1ccc(NC(=O)CSC2=Nc3ccccc3C3CC=NN23)cc1 (stereo not given) | 45 | -25% | -28% | 19% | -16% | -9% | -20% | -29% | 7%
O=C(Nc1cccnc1)c1cccc(S(=O)(=O)N2CCOCC2)c1 | 10 | 3% | -3% | -5% | -1% | -1% | 3% | -1% | -3%
COc1ccc(Cl)cc1NC(=O)CNCC(c1ccccc1)N(C)C (stereo not given) | 0 | -4% | nt | -3% | 23% | ? | -10% | -2% | 8%
FC(F)(F)c1cccc(-c2ccc(/C=N/Nc3nncc(-c4ccccc4)n3)o2)c1 | 7 | -11% | nt | 0% | -1% | -3% | 5% | 5% | -2%
O=C(CN1C(=O)NC2(CCCC2)C1=O)Nc1cccc(Cl)c1 | -9 | -2% | -20% | 1% | 1% | ? | -1% | 2% | 1%
COc1ccccc1NS(=O)(=O)c1cccc(NC(=O)NC2CCCCC2)c1 | 0 | -13%[57.1 µM] | -2% | -2% | 15% | 12% | 3% | 2% | 15%
O=C(NCCCN1CCOCC1)c1ccccc1NS(=O)(=O)c1ccc(F)cc1 | 0 | 9% | 1% | -3% | 3% | -6% | 18% | 19% | 2%
C=C1CN(CC(=O)OC)S(=O)(=O)c2ccccc21 | -2 | -8% | 30% | -17%[9.22 µM] | ? | ? | -4% | 11% | -11%
CCOc1ccc(-c2nc(CSCC(=O)NCc3ccco3)c(C)o2)cc1 | ? | 0% | ? | -3% | -8% | -15% | -7% | -13% | -3%
COC(=O)CCCC[C@@H]1SC[C@@H](NC(=O)OC)[C@@H]1NC(=O)OC | 1 | -1% | 4% | 0% | -3% | 7% | 14% | 18% | 3%
CCOc1ccc(C(=O)NCC(=O)NCCCn2nc(C)cc2C)cc1OCC | 0 | -31% | 4% | -12% | 1% | 23% | -10% | -24% | 0%
N#Cc1nc(Cc2cccc3ccccc23)oc1N1CCC(C(N)=O)CC1 | -29 | -2% | 3% | -7% | 0% | 8% | -6% | -5% | ?
CC(=O)c1cccc(S(=O)(=O)N2CCCC(c3nc4c(nnn4Cc4cccc(Cl)c4)c(=O)[nH]3)C2)c1 (stereo not given) | ? | -3%[11.6 µM] | 1% | -10% | -5% | 20% | -26% | -25% | 3%
COc1ccc(C(O)P(=O)(OCC(C)C)OCC(C)C)c(OC)c1 (stereo not given) | 14 | 3% | -6% | -3% | -2% | 16µM* | 13% | 11% | -2%
C/C(=N\O)C1CC(CC(=O)O)C1(C)C (stereo not given) | -15 | -1% | nt | -4% | -7% | 0% | 4% | 2% | 10%
COc1ccccc1N1CCN(C(=O)CSc2nnc3c4ccccc4n(CC(=O)O)c3n2)CC1 | 15 | 1% | 5% | -12% | 18% | 2% | -4% | -19% | -1%
CC1(C)CC[C@]2(C(=O)O)CC[C@]3(C)C(=CCC4[C@@]5(C)CC[C@H](O)C(C)(C)C5[C@H](O)C[C@]43C)[C@@H]2C1 (stereo not given in full) | 27 | 0% | ? | -14% | 0% | 0% | -21% | -30% | ?
CC(=O)N1c2c(ccc3ccccc23)C(C)CC12CCCCC2 (stereo not given) | 17 | -7% | -6% | -3% | -28% | -24% | -17% | -24% | ?
O=C(CN1C(=O)COc2ccccc21)NC1CCCC1 | 1 | -2% | 3% | -6% | 0% | 21% | 15% | 4% | -2%
COc1ccc(O)c(C2=Nc3ccccc3N=C(c3ccco3)C2)c1 | 20 | -8% | -16% | -7% | 1% | 10% | -21% | ? | 13%
N#CC1=C(SCC(=O)NCc2ccccc2)NC(=O)CC1c1ccco1 (stereo not given) | -19 | -15% | 3% | -3% | -27% | 0% | -5% | 0% | -7%
CCc1c(C)nc2ncnn2c1Nc1ccc(C)cc1 | 4 | 5% | -3% | -7% | -12% | 0% | 13% | 7% | 10%
COc1c(S(=O)(=O)Nc2cccnc2)ccc(Cl)c1Cl | 32 | 2% | -11% | -14% | -6% | -29% | 3% | 1% | 10%
COc1cc(C2C(C#N)=C(N)Oc3cc4c(cc32)OCO4)cc(OC)c1OC (stereo not given) | 81 | 3% | -31% | ? | 0.0052µM* | 0.23µM* | 0.037µM* | 0.029µM* | ?
CC(=O)c1c[nH]c(C(=O)NCc2ccccc2Cl)c1 | 9 | -2% | nt | -11% | 0% | -2% | 5% | 14% | 2%
CN(c1ccc(C(=O)N2CCN(c3ccccc3F)CC2)cc1)S(=O)(=O)c1ccccc1 | ? | -1% | -20% | 20% | 11% | -17% | 1% | -24% | ?
CCOC(=O)c1sc(NC(=O)CSc2nncs2)c(C(=O)OCC)c1C | 3 | -13% | 19% | -5% | 10% | 7% | -3% | -15% | 7%

Screening results (PubChem)
